# Screening data from PubChem.
# FBW7 act = FBW7 E3 ligase activators, primary screen, biochemical, AlphaScreen, human; hit rate 0.13% among 650,000; normalized activity (activation), % at 26.1 µM; AlphaScreen FBW7–phospho-cyclin E peptide binding, activator screen; in the data active = normalized activity above about 1.9%;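 note: purified mutant Fbw7 with reduced substrate affinity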
# TEAD-YAP inh = TEAD-YAP interaction inhibition, primary screen, TEAD-YAP interaction inhibitor project, luminescence, HEK-TIYL cells; TEAD-Gal4/YAP UAS-luciferase luminescence; AID 1259422, 2018; inhibition, % at 9.12 µM; hit rate 1.4% among 640,000; in the data active = inhibition above about 32%;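 note: 0% = median of test compound wells and 100% = reference inhibitor wells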
# GPR151 activ = activators of human GPR151, primary screen, cell-based, PathHunter beta-arrestin, luminescence | PathHunter beta-arrestin GPR151 cells | activation, % at 11.2 µM | hit rate 1% among 650,000 | AID 1508602, 2020; in the data active = activation above about 4.9%;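 note: 0% = median of compound wells and 100% = cells with positive control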
# Target sequence (Q8TDV0 whole entry, looked up): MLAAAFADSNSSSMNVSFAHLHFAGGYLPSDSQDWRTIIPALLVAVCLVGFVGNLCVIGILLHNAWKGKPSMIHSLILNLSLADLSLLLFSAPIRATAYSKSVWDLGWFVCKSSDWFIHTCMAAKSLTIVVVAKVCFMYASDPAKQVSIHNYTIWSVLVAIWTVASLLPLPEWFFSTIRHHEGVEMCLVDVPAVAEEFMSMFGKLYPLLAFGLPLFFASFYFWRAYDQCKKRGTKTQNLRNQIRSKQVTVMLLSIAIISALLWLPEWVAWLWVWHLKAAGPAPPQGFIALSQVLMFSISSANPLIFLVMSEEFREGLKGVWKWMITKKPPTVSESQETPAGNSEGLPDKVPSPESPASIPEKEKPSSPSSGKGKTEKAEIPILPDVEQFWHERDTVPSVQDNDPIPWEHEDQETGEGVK
# MITF primary = MITF inhibitors, primary screen, biochemical, AlphaScreen, human. AID 1259374, 2018. Microphthalmia-associated transcription factor (Homo sapiens), O75030. hit rate 0.91% among 650,000. inhibition, % at 2.6 µM. AlphaScreen MITF homodimerization, bead proximity signal; in the data active = inhibition above about 50%;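 note: 0% = vehicle wells with protein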
# Target sequence (O75030 whole entry, looked up): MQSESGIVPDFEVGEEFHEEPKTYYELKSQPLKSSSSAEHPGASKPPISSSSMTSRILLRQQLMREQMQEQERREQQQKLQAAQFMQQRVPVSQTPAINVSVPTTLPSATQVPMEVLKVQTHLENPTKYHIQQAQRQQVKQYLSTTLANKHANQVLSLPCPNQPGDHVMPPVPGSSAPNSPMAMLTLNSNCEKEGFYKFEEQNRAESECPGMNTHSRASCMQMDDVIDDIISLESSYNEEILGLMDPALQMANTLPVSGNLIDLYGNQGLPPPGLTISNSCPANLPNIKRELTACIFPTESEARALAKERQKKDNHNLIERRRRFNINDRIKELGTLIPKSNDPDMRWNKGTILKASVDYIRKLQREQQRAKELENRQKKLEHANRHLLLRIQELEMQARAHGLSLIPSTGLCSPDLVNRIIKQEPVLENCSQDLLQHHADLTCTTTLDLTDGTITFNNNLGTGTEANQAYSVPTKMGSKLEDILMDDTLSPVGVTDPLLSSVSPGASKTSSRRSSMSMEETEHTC
# Numbers without * were called inactive.
# The line under a structure holds: FBW7 act	TEAD-YAP inh	GPR151 activ	MITF primary
- Cc1ccc(CCNC(=O)Nc2ccc(C)cc2)cc1
→ 0.0	-29	-0.4	0
- COc1ccc(-n2cc(C(=O)Nc3ccccc3C#N)c3ccccc3c2=O)cc1
→ 0.6	11	-0.5	-2
- O=C1NC(=O)C(=Cc2ccc(Sc3ccc(Cl)cc3)cc2)C(=O)N1
→ -1.0	1	0.1	-12
- CCOc1ccc(Nc2nc(C)c([N+](=O)[O-])c(Nc3ccc(OCC)cc3)n2)cc1
→ -0.2	13	0.3	0
- Cc1[nH]n(-c2ccccc2)c(=O)c1C=Nc1ccc(Cl)cn1
→ -0.2	0	0.7	1
- CN1CCN(C(=O)c2cnn3c(C(F)F)cc(C4CC4)nc23)CC1
→ 0.4	-14	-1.3	-11
- COc1ccc(CCNC(=O)C(=O)NCc2ccncc2)cc1
→ -0.2	12	0.3	9
- O=C(Nc1cnn(CC(=O)N2CCCCC2)c1)c1ccccc1
→ -0.1	0	1.6	-2
- O=C1CSC(c2ccccc2[N+](=O)[O-])N1C1CCCCC1 (stereo unspecified)
→ -0.2	3	2.1	-1
- Cc1ccc(C(=O)Nc2ccc(C(=O)O)cc2)cc1
→ 0.0	45*	-1.3	8
- Cn1c(O)c(N=NC(N)=O)c2cc(Br)ccc21
→ 0.1	-14	-1.0	-7
- CN(CCOC(=O)c1ccco1)Cc1ccccc1
→ 0.0	1	1.0	36
- O=C(CS(=O)(=O)c1ccccc1)NCc1ccc(Cl)cc1
→ -0.2	5	0.4	-5
- O=C(O)c1ccccc1N=Cc1ccc(Br)s1
→ -0.1	-16	-1.1	-10
- O=C1CCC(CCNCc2ccccn2)N1Cc1ccccc1Cl (stereo unspecified)
→ -1.0	-20	-0.9	22
- CCOc1cc(C2C(C#N)=C(N)Oc3n[nH]c(-c4cccs4)c32)ccc1O (stereo unspecified)
→ -1.1	7	0.7	8
- O=C1NC(=O)N(c2cccc(Cl)c2)C(=O)/C1=C/c1ccccc1
→ 0.0	7	1.6	5
- CN1C(=O)c2cccc3c(S(=O)(=O)NCCCO)ccc1c23
→ -0.1	-2	1.5	2
- C[C@@H](O)[C@@H]1NC(=O)[C@@H]2C[C@H](NC(=O)NCc3cccc(F)c3)CN2C1=O
→ 0.2	-6	1.1	0
- COc1cccc(OCCOCC(O)CN2CCN(Cc3ccc4c(c3)OCO4)CC2)c1 (stereo unspecified)
→ 0.1	3	1.2	3

# Continuation:
# The line under a structure holds: FBW7 act	TEAD-YAP inh	GPR151 activ	MITF primary
- O=C(CCc1nnc(-c2ccc3c(c2)OCO3)o1)NC1CCCC1
→ 0.0	-3	1.2	-4
- CCOCCCNc1c(C)c(C)nc2c(-c3cccs3)c(C)nn12
→ 0.0	-23	-0.6	-9
- O=C(NC1CCN(Cc2ccccc2)CC1)c1ccc2nc(Nc3ncccn3)sc2c1
→ -0.1	-6	-1.0	2
- O=C(Cc1c(F)cccc1Cl)Nc1cc(C(=O)N2CCCCCC2)ccc1N1CC2CC(C1)c1cccc(=O)n1C2 (stereo unspecified)
→ -0.1	-18	-1.7	-4
- O=C(/C(=C/c1cc([N+](=O)[O-])ccc1O)n1cncn1)c1ccc(Cl)cc1Cl
→ -0.2	-5	1.2	-15
- CCOC(=O)c1ccc(CN(Cc2ccccc2C)S(=O)(=O)c2ccc(F)c(C(=O)Nc3cc(Cl)cc(Cl)c3)c2)cc1
→ -0.1	-10	1.3	-2
- O=C(Cn1c(=S)[nH]c2ccccc2c1=O)N1CCCCCC1
→ -0.1	-9	1.6	0
- COc1cc([N+](=O)[O-])cc(/C=N/NC(=O)CNc2ccc(Br)cc2)c1O
→ -0.8	4	0.6	6
- COc1ccc(/C(O)=C2\C(=N)N(c3ccccc3Cl)C3=C(C(=O)CCC3)C2c2ccc3c(c2)OCO3)cc1 (stereo unspecified)
→ 0.5	-8	2.9	16
- Cn1c(SCC(=O)Nc2cccc(F)c2)nc2cccnc21
→ 0.0	8	-0.1	-7
- COCOc1ccc(-c2nc(-c3cccc(F)c3)cnc2N)cc1
→ -0.1	-10	-0.5	0
- COc1ccccc1OCC(=O)NCc1nc(-c2cccc(C)c2)no1
→ -0.1	11	0.5	-1
- COc1ccc(N2CCN(C(=O)CSc3nc4[nH]ncc4c(=O)n3-c3ccccc3)CC2)cc1
→ 0.0	8	1.2	7
- COc1ccc(Cl)cc1C(=O)n1nc(C)cc1C
→ 0.1	-5	9.6*	27
- O=C(NCc1ccc2c(c1)OCO2)c1ccc(Cn2c(=S)[nH]c3ccccc3c2=O)cc1
→ 0.3	-2	0.1	17
- COc1ccc(CCc2nnc(CCC(=O)NCCc3cn4ccsc4n3)o2)cc1
→ 0.0	0	-0.5	9
- Cc1cc(C)c2c(N)c(C(=O)N3CC(C)OC(C)C3)sc2n1 (stereo unspecified)
→ -0.1	-3	0.4	-1
- CC(c1nc2ccccc2c(=O)[nH]1)N1CCN(C)CC1 (stereo unspecified)
→ 0.1	-1	1.3	2
- CCOC(=O)c1ccccc1Oc1cc([N+](=O)[O-])cc2c1C(=O)Nc1ccccc1O2
→ 0.1	-2	-0.9	9
- N#Cc1ccc(COC(=O)Cn2nnc(-c3ccccc3)n2)cc1
→ 0.6	-8	-0.9	1

# Remaining list, next part
# The line under a structure holds: FBW7 act	TEAD-YAP inh	GPR151 activ	MITF primary
- Fc1ccc2c(c1)nc(NCCCN1CCOCC1)c1nccn12
→ 0.0	-7	-0.5	18
- O=C(NCCOc1ccccc1)c1cccc(-c2ccc(N3CCOCC3)nc2)c1
→ 0.1	-49	0.1	9
- O=S1(=O)N=C(Nc2ccc(OCc3ccccc3)cc2)c2ccccc21
→ 0.1	-3	-0.5	11
- Cc1cc(C)c(OC(=O)NC(C)(C(F)(F)F)C(F)(F)F)c(C)c1
→ -0.3	5	0.1	10
- O=C(CSc1nc2ccccc2c(=O)n1CCCN1CCCCC1)NCc1ccco1
→ 0.2	-6	0.9	2
- CCOC(=O)C(C)Oc1cccc2c(=O)n(CC(N)=O)ccc12 (stereo unspecified)
→ 0.1	-14	0.0	17
- CC1(C)CC(=O)C2=C(C1)N(c1ccc([N+](=O)[O-])cc1)C(N)=C(C#N)C2c1ccc(F)cc1 (stereo unspecified)
→ -0.2	4	-1.3	-5
- N#Cc1c(NC(=O)c2cc([N+](=O)[O-])ccc2N2CCOCC2)sc2c1CCCC2
→ -0.2	-8	1.6	12
- CCOc1cc(C=O)cc(Br)c1OCC(=O)N(C)C
→ -0.1	-8	0.7	-4
- CCCCCCNc1nc2c(c(=O)[nH]c(=O)n2C)n1CC(O)COc1cccc(C)c1 (stereo unspecified)
→ 0.1	10	0.2	15
- CCc1c(C#N)c(N)[nH]c(=S)c1C#N
→ 0.6	6	1.3	17
- COc1ccccc1C(=O)Nc1cccc(C(C)=O)c1
→ 0.1	-1	-1.6	14
- CSc1ccc(S(=O)(=O)Nc2cccc(S(=O)(=O)Nc3ccccc3)c2)cc1
→ 0.3	5	2.6	12
- O=C(CSc1nnc(CNC(=O)c2cccc3ccccc23)n1-c1ccc(Br)cc1)Nc1ccccc1F
→ 0.1	0	-0.3	2
- Cc1ccccc1NC(=O)c1c(N)sc2c1CCCC2
→ -0.2	5	-0.1	-4
- Cc1ccc(C(=O)n2cnnc2N)c(Cl)c1
→ 0.1	0	1.8	16
- COc1cccc(/C=C2\Oc3ccccc3NC2=O)c1
→ 0.1	-29	-0.7	7
- Cc1cc(N2CCN(c3ncccn3)CC2)nc2ccc(NC(=O)Cc3ccc(Cl)cc3)cc12
→ 0.0	-7	0.2	11
- Cc1c(Cc2c(C)c(C#N)c(=O)n(C)c2O)c(O)n(C)c(=O)c1C#N
→ -0.9	0	-0.8	14
- COc1ccc(C2C(C(=O)Nc3ccc(F)cc3)c3ccccc3C(=O)N2c2ccc(OC)cc2)cc1 (stereo unspecified)
→ 0.1	-1	-1.6	14

# Complete entries, quoted from the list:
# `CN1C(=O)c2cccc3c(S(=O)(=O)NCCCO)ccc1c23` is entered as FBW7 act = -0.1; TEAD-YAP inh = -2; GPR151 activ = 1.5; MITF primary = 2
# `COc1cccc(/C=C2\Oc3ccccc3NC2=O)c1` is entered as FBW7 act = 0.1; TEAD-YAP inh = -29; GPR151 activ = -0.7; MITF primary = 7
# `CCOCCCNc1c(C)c(C)nc2c(-c3cccs3)c(C)nn12` is entered as FBW7 act = 0.0; TEAD-YAP inh = -23; GPR151 activ = -0.6; MITF primary = -9

# The main list resumes, repeating the 3 entries before the break.
# The line under a structure holds: FBW7 act	TEAD-YAP inh	GPR151 activ	MITF primary
- Cc1cc(N2CCN(c3ncccn3)CC2)nc2ccc(NC(=O)Cc3ccc(Cl)cc3)cc12
→ 0.0	-7	0.2	11
- Cc1c(Cc2c(C)c(C#N)c(=O)n(C)c2O)c(O)n(C)c(=O)c1C#N
→ -0.9	0	-0.8	14
- COc1ccc(C2C(C(=O)Nc3ccc(F)cc3)c3ccccc3C(=O)N2c2ccc(OC)cc2)cc1 (stereo unspecified)
→ 0.1	-1	-1.6	14
- CC(C)C(=O)NCCc1nc2ccccc2n1C
→ -0.2	14	1.1	-13
- CC(NC(=O)c1cnc2sccn2c1=O)c1ccccc1 (stereo unspecified)
→ -0.2	7	-0.6	1
- COC(=O)c1ccc(NC(=O)CN2CCC(NC(=O)c3ccco3)CC2)cc1
→ -0.1	13	0.7	-13
- O=C(Nc1nc2ccccc2n1CCN1CCOCC1)c1ccc(Cl)cc1
→ 0.1	-11	1.5	9
- C/C(N)=C(/C#N)C(=O)CSc1nnc(-c2ccco2)n1C
→ 0.0	-22	0.9	-9
- COc1cccc2cc(C(N)=O)/c(=N\NC(=O)c3ccccc3)oc12
→ 0.1	-12	-1.2	9
- C=CCn1c(SCC(=O)NC2CCCCC2C)nnc1-c1ccncc1 (stereo unspecified)
→ 0.3	9	-0.8	15
- Cc1ccccc1Nc1nc(C2(C)CC3(CC(COCCC(C)C)OC3=O)C(=O)O2)cs1 (stereo unspecified)
→ 0.0	1	-0.9	1
- N#Cc1cc2cc3c(cc2nc1NCCCNC(=O)c1c(F)cccc1F)OCO3
→ -0.1	-1	0.4	3
- COC(=O)c1ccc(N=C2S/C(=C\c3cc(C)n(-c4ccc(N(C)C)cc4)c3C)C(=O)N2C)cc1
→ -0.3	5	-0.8	-8
- COc1cc(NC(=O)Cc2cn(-c3ccc(Nc4nccc5ccccc45)nn3)c3ccccc23)cc(OC)c1OC
→ -0.1	-2	0.7	13
- Cc1ccccc1C(=O)Nc1nc(-c2ccc(Oc3ccccc3)cc2)cs1
→ 0.1	8	0.4	-22
- Cc1ccc(C)c(C(=O)COC(=O)c2c(C)nc3ccccc3c2C(=O)OCC(=O)c2cc(C)ccc2C)c1
→ 0.3	7	-0.3	-3
- CCc1ccc(NC(=O)c2cc(S(=O)(=O)N3CCN(c4ccccc4)CC3)ccc2F)cc1
→ 0.1	2	0.7	13
- O=C(Nc1ccccc1N1CCCC1)c1ccccc1[N+](=O)[O-]
→ 0.3	-1	5.8*	3
- CC(=O)Cn1c2[n+](c3c(F)c(F)ccc31)CCCCC2
→ -0.1	4	-1.0	-3
- CCOc1ccccc1CNCc1c(C(=O)O)n(Cc2ccc(OC)cc2)c2ccccc12
→ 0.1	11	4.7	-104
- COc1ccc(C2CC(C(F)(F)F)n3nc(C(=O)N4CCSCC4)cc3N2)cc1 (stereo unspecified)
→ -0.1	-23	0.5	-8
- FC(F)(F)c1cc(Cl)c2nc(CSc3ncccn3)cn2c1
→ 0.1	-79	-1.5	15
- CCCN1CCCc2cc(CCNC(=O)CC)ccc21
→ -0.2	3	-1.0	-6

# The list goes on.
# The line under a structure holds: FBW7 act	TEAD-YAP inh	GPR151 activ	MITF primary
- O=C(NCC1CCCN(C(=O)CCC(F)(F)F)C1)c1ccccc1Cl (stereo unspecified)
→ 0.1	-12	-0.1	7
- O=C(Nc1cc(-c2ccccc2Oc2cccc(F)c2)ccn1)C1CCOC1 (stereo unspecified)
→ 1.1	33*	2.3	50
- COc1cc(Cl)c(S(=O)(=O)N2CCN(C)CC2)cc1Cl
→ -0.1	5	-0.3	9
- COc1ccc(C(=O)n2nc(C)c(C(C)=O)c2C)cc1
→ 0.0	5	-0.4	4
- Cc1cc2c(cc1S(=O)(=O)Nc1cccc(F)c1)OCC(=O)N2
→ 0.0	-1	0.9	4
- CSc1nc2c(c(=O)[nH]1)C(c1cccc([N+](=O)[O-])c1)C1=C(CCCC1=O)N2 (stereo unspecified)
→ -0.1	14	0.7	1
- CC(=O)Nc1ccc2c(c1)C(=O)N(c1cccc(OC(C)=O)c1)C2=O
→ 0.0	-8	3.7	-1
- C=CCNC(=O)c1ccccc1Cl
→ 0.0	8	-0.7	-4
- COc1cc(C(=O)NNc2nc(-c3ccccc3)c3cc(Cl)ccc3n2)cc(OC)c1OC
→ -0.1	6	1.0	6
- CS(=O)(=O)N1CCC(C(=O)NCc2ccc(F)cc2)CC1
→ 0.0	-4	0.8	-8
- N#CC1=C(N)Oc2n[nH]c(-c3ccc4c(c3)OCO4)c2C1c1ccc(OCc2ccccc2F)cc1 (stereo unspecified)
→ -0.2	-24	-1.0	-2
- CC(=O)C(=Cc1ccc(-c2ccccc2Cl)o1)C(C)=O
→ 0.0	11	0.2	12
- CCOc1ccc(NC(=O)CCN2CCOCC2)cc1
→ -0.2	-2	-1.2	-5
- Cc1ccc(CNC(=O)CCNS(=O)(=O)c2ccc3[nH]c(=O)ccc3c2)o1
→ -0.1	-1	-1.0	1
- N#Cc1c(NC(=O)CC2SC(N)=NC2=O)sc2c1CCCC2 (stereo unspecified)
→ -0.2	6	-0.1	14
- COc1ccc2nc(NC(=O)C34CCC(C)(C(=O)C3)C4(C)C)sc2c1 (stereo unspecified)
→ -0.1	-11	9.1*	-4

# No enrichment for hits, and some 3.4% of all compounds hit somewhere here.
